COUP-TFII inh: blocks human COUP-TFII nuclear receptor; inhibition, % at 8.6 µM; hit rate 0.7% among 370,000; P24468; HEK293T NGFI-A luciferase reporter, luminescence;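 active means inhibition above a per-plate cutoff, mean inhibition of test wells between control levels plus 3 SD, cut at about 38% in these data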;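 further: cells cotransfected with COUP-TFII expression vector driving the NGFI-A reporter; 0% = median of COUP-TF2 test wells and 100% = reporter-only cells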
NCOA1 inh: inhibitors of human steroid receptor coactivator 1 (SRC1); Q15788; AID 588354; inhibition, % at 3.6 µM; HEK293 GAL4-SRC1 luciferase reporter, luminescence; hit rate 0.12% among 360,000;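 active means inhibition above the campaign mean plus 3 SD, with each screening campaign given its own cutoff, cut at about 60% in these data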;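 further: 0% = DMSO treated cells and 100% = gossypol at 36 µM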
SRC3 inh: human NCOA3 inhibition | HEK293 GAL4-SRC3 luciferase reporter, luminescence | inhibition, % at 3.6 µM | hit rate 0.17% among 360,000 | AID 588352;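 active means inhibition above a per-campaign cutoff, the mean of all compounds plus 3 SD, cut at about 60% in these data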;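 further: 0% = DMSO-treated cells and 100% = gossypol-treated cells at 36 µM; higher means less SRC3-driven luciferase light from the GAL4 reporter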
TWEAK-Fn14 inh: blocks TWEAK-Fn14 interaction in a reporter cell assay; inhibition, % at 10 µM; TWEAK-stimulated Fn14 reporter cells, luciferase luminescence, 8 h; hit rate 2% among 360,000; in the data active means inhibition above about 50%
NOD2 RIPK2 PPI: NOD2-RIPK2 protein interaction inhibition | O43353 | hit rate 0.38% among 360,000 | inhibition, % at 4.98 µM | CHO BLA complementation NOD2-RIPK2, CCF4 ratio | AID 624267; in the data active means inhibition above about 21%;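 further: 0% = vehicle only and 100% = reference blocker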
Target sequence (O43353 whole entry, looked up): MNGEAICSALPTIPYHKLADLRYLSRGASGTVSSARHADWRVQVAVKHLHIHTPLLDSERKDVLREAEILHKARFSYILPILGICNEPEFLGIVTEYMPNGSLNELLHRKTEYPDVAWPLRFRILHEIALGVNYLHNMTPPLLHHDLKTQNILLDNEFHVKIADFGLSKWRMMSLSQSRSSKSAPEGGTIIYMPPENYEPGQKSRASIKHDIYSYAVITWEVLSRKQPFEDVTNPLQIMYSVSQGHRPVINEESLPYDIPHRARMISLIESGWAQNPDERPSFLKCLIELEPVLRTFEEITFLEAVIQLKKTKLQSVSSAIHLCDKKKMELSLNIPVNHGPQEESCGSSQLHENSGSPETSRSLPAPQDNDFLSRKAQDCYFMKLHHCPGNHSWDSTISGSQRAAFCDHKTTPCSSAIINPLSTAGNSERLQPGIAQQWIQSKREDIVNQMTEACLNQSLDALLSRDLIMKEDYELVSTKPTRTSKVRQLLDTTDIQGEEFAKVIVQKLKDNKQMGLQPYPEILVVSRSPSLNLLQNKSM
TLR9-MyD88 block: inhibitors of human TLR9-MyD88 binding; CHO BLA complementation TLR9-MyD88, CCF4 FRET ratio; inhibition, % at 4.98 µM; hit rate 0.21% among 340,000;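 active means inhibition above the mean over all tested compounds plus 3 SD, cut at about 21% in these data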;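 further: 0% = DMSO only wells and 100% = clavulanate BLA inhibitor control wells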
Exocytosis inh: lytic granule exocytosis inhibition | TALL-104 LAMP-1 surface exposure, flow cytometry; cells stimulated with thapsigargin and PMA | inhibition, % at 10 µM | hit rate 0.66% among 360,000;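 active means inhibition above about 55%, limit read from the data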
SRC2 inh: human SRC2 (NCOA2) inhibition; hit rate 0.17% among 370,000; Q15596; HEK293 GAL4-SRC2 luciferase reporter, luminescence; inhibition, % at 9 µM; AID 651957;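 active means inhibition above the mean inhibition of all tested compounds plus 3 SD, set per campaign, cut at about 52% in these data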;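 further: 0% = DMSO treated cells and 100% = cells given Gossypol at 36 µM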
TROY NFkB inh: TROY signaling inhibition. Q293 LMP1-TROYcd NF-kB luciferase reporter, 4 h. inhibition, % at 10 µM. hit rate 0.98% among 360,000;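 active means compounds whose plate-normalised and pattern-corrected inhibition of the luciferase reporter signal at the single screening dose is 50% or more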
NR5A2 inv ag: suppresses constitutive activity of human LRH-1; O00482; HEK293T StAR-luciferase reporter, LRH-1 transfected, 24 h; inhibition, % at 3.6 µM; hit rate 0.13% among 360,000; AID 602396;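 active means inhibition above the mean inhibition of all tested compounds plus 3 SD, cut at about 73% in these data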;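 further: 0% = DMSO wells and 100% = reporter-only cells lacking LRH-1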
Target sequence (O00482 whole entry, looked up): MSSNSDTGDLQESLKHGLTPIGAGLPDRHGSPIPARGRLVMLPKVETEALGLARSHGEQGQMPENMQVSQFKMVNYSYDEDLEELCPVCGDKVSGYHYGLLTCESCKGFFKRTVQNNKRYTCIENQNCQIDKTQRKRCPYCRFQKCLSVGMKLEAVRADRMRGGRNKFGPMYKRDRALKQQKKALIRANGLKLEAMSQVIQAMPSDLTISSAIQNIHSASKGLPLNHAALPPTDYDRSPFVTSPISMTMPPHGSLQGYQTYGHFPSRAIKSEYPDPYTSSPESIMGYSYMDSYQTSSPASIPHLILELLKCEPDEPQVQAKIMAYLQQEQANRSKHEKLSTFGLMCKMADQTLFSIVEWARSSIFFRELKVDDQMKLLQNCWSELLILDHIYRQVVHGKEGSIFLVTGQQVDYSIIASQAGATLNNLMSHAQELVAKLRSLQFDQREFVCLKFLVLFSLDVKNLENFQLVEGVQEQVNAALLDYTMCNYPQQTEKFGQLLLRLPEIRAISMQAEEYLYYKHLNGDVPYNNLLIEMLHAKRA
ABHD5 PLIN5 PPI: blocks binding of human ABHD5 to perilipin-5; Split G. princeps luciferase complementation, luminescence, 4 h; AID 602281; Q00G26+Q8WTS1; inhibition, % at 4 µM; hit rate 0.78% among 360,000;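 active means inhibition above the mean inhibition across every tested compound plus 3 SD, cut at about 22% in these data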;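 further: 0% = DMSO only wells and the 100% control is not disclosed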
* hit, by the source's call; / = no result given; & = joins results of further samples.

Results follow in this order: ABHD5 PLIN5 PPI	TWEAK-Fn14 inh	NR5A2 inv ag	TLR9-MyD88 block	COUP-TFII inh	NOD2 RIPK2 PPI	NCOA1 inh	TROY NFkB inh	SRC2 inh	SRC3 inh	Exocytosis inh
C/C(=N\Nc1cccc2cccnc12)c1ccccn1
    0.2	69.6*	-125.0	-4.8	-36.6	-0.8	-124.7	-5.8	-12.7	-85.3	1.7
Cc1ccc(C(=O)N2CCN(c3ncccn3)CC2)cc1
    2.5	-8.9	13.2	-5.5	-5.2	0.8	18.0	7.0	-14.4	6.5	12.3
CC(=O)c1ccc(S(=O)(=O)Nc2c(C)nn(C)c2C)cc1
    -1.4	-6.4	14.6	-5.8	9.2	5.0	20.5	13.5	4.6	9.0	7.2
O=C(Nc1nc(-c2cccs2)c(-c2cccs2)s1)C1CCCC1
    -8.7	18.8	8.7	-24.1	-3.7	0.6	-3.9	-10.9	23.4	3.5	-6.0
CCOc1ccc(CNS(=O)(=O)c2cccs2)cc1OCC
    0.0	-12.0	6.0	2.9	-15.1	3.4	-16.2	0.7	-29.7	8.8	2.0
O=c1cc(-c2ccccc2)oc2cccc(O)c12
    -7.2	-32.9	-4.5	-3.1	-8.3	-5.3	-20.3	-38.9	-18.8	-17.0	-2.7
CCCCC(=O)Nc1ccc(C(=O)NCCN2CCOCC2)cc1
    5.0	22.2	5.8	-8.6	8.6	-1.4	-0.6	5.2	-3.0	9.7	-4.4
CCOC(=O)C1CCCN(C(=O)/C=C/c2ccccc2[N+](=O)[O-])C1 (stereo unspecified)
    -2.9	11.1	5.5	0.6	7.0	3.1	0.2	-7.8	8.3	10.0	3.1
CN(C)CCCN1C(=O)c2cc3ccccc3cc2C1=O
    0.5	4.2	-3.1	8.7	3.8	-7.0	9.1	-3.7	-6.1	-3.5	-3.8
Nc1nnc(SCc2ccccc2)n1-c1ccccc1
    1.1	-13.8	-2.2	4.1	5.8	-1.6	5.8	2.4	-9.1	0.1	-2.8
O=C(COC(=O)c1n[nH]c2ccccc12)NCc1ccccc1
    -8.2	-0.3	-2.3	1.7	-9.3	0.3	-0.3	-2.9	-14.0	-11.5	1.9
c1ccc(CSCc2nc3ccccc3[nH]2)cc1
    -0.8	-17.0	-79.8	-6.4	-21.0	8.6	-60.6	-62.3	-34.1	-63.2	-5.3
CCS(=O)(=O)c1ccc2oc(Nc3ccccc3C)nc2c1
    4.0	-51.8	-95.9	-0.8	-18.5	-4.7	-88.2	-86.4	-16.4	-86.1	-6.2
Cc1cc(F)ccc1S(=O)(=O)Nc1ccc(C(=O)N(C)Cc2ccco2)cc1
    1.9	5.8	16.3	0.0	0.7	3.6	4.5	-4.6	18.9	12.7	-1.9
Cc1cccc(-n2c(-c3ccco3)n[nH]c2=S)c1
    -3.0	-9.4	13.8	-1.7	2.9	6.6	-7.3	0.1	-30.3	3.9	1.4
Cc1cccc(C)c1NC(=O)C(c1ccccc1OC(F)(F)F)N1CCN(c2ccc(F)cc2)CC1 (stereo unspecified)
    -7.2	14.1	14.9	/	-7.0	-6.7	16.4	-7.7	-13.1	1.6	-0.3
Fc1ccc(-c2cnc[nH]2)cc1
    -8.0	-19.1	-22.9	7.0	-11.3	0.2	-44.4	-27.3	-8.4	-7.5	-6.8
O=[N+]([O-])c1ccc(Sc2n[nH]c(-c3ccccc3)n2)nc1
    3.2	-0.5	-37.3	-6.8	-12.7	3.4	-12.3	-35.9	-38.7	-10.8	0.1
CCN(CC)c1ccc(/C=N/N2CC(=O)NC2=S)cc1
    -0.2	-6.8	16.7	3.5	-23.4	3.1	-33.3	-7.5	22.0	11.6	2.7
COC(=O)c1ccc(NC(=O)CNc2ccccc2)cc1
    -3.0	15.3	-11.7	12.4	-18.7	6.2	-14.1	-43.6	-8.9	-9.7	1.2
Oc1ccc(N=Nc2ccccc2C(F)(F)F)c2cccnc12
    6.7	2.5	12.1	7.0	11.9	0.9	-22.0	6.2	5.8	-40.7	-9.0
COc1cc(NC(=O)c2cc3c(CO)cnc(C)c3oc2=Nc2cccc(C(N)=O)c2)cc(OC)c1
    0.3	-3.4	15.1	-6.7	4.0	-1.9	-60.0	-10.2	-4.5	3.1	6.7
C=CCOc1ccc(/C=C/C(=O)OCC(=O)N(C)C2CCS(=O)(=O)C2)cc1 (stereo unspecified)
    -1.3	4.1	0.3	1.9	-9.2	-12.6	2.8	-16.0	-19.2	5.2	-8.5
CCc1ccc(OCCn2cccn2)cc1
    -3.0	-3.4	-30.6	4.7	-15.2	-0.4	-11.3	-39.2	-37.8	-21.3	-3.5
O=C(OCc1cn([C@H]2C[C@H](c3ccc(Cl)cc3)N(CC3CCCCC3)C[C@@H]2O)nn1)c1ccccc1
    -3.4	8.2	-16.8	-1.5	-12.2	-3.2	-8.2	-9.7	-10.8	-0.9	-2.9
COCCNC(=O)c1cnn2c(C(F)F)cc(-c3ccc(C)cc3)nc12
    5.6	-35.2	13.2	2.2	2.9	-8.8	2.9	-7.2	8.3	16.2	-3.3
CC[C@@H](C)[C@H](NC(=O)C1CCN(C(=O)[C@@H](NS(=O)(=O)c2ccc(C)cc2)C(C)C)CC1)C(=O)O
    -1.2	3.8	11.5	-2.0	13.9	-4.3	-26.7	-3.5	25.5	13.2	-3.4
CC1CCC(C(C)C)C(OC(=O)C[n+]2cc(-c3ccc(Cl)cc3)n3c2CCCCC3)C1 (stereo unspecified)
    8.2	40.5	8.4	-4.8	7.4	2.6	19.4	45.9	5.9	22.7	21.4
CCCNC(=O)CCc1c(C)nc2nc(C)nn2c1C
    2.1	-2.7	-2.0	-6.3	11.3	2.6	2.7	9.7	15.9	12.1	-9.4
CCOC(=O)c1c(C)[nH]c(C)c1C(=O)COC(=O)c1ccc(OC)cc1
    -4.2	2.9	1.2	-8.0	9.3	-0.8	-12.0	-5.5	-17.6	4.0	-0.6
CCOC(=O)c1nnn(-c2nonc2N)c1CN(C)Cc1ccccc1
    -5.7	3.5	-0.6	-5.4	3.3	3.0	2.7	19.4	-7.3	16.1	-2.0
COCC(=O)N1CCCC(CNS(=O)(=O)c2ccc(OC)cc2)C1 (stereo unspecified)
    -3.8	-8.9	-1.0	1.2	-6.2	-1.3	-14.3	70.8*	3.4	3.3	5.3
CC(C)(O)CCc1c(-c2ccc(O)cc2O)oc2c3c(cc(O)c2c1=O)OC(C)(C)C=C3
    -3.8	39.5	-3.6	-11.9	-11.8	-9.1	-4.8	11.6	-14.6	1.8	23.5
Cc1ccc(/C=C/C(=O)NCC2COc3ccccc3O2)o1 (stereo unspecified)
    23.8*	8.4	-12.9	-1.3	21.1	0.7	-13.6	4.9	2.9	0.8	51.4
CN(Cc1ccccc1NS(=O)(=O)c1ccc2ccccc2c1)C1CCCCC1
    2.2	-5.3	-8.7	-0.3	8.2	1.4	7.0	3.9	2.8	6.0	27.1
Cc1cc(N2CCN(C)CC2)nc2ccc(NC(=S)N3CCN(c4ccc(F)cc4)CC3)cc12
    2.5	10.1	5.6	2.3	8.2	-9.2	-29.1	28.5	12.2	7.0	29.5
CCOc1ccc(OCCCC(=O)ON=C(N)c2ccccc2Cl)cc1
    0.9	4.8	16.9	-1.5	3.0	3.7	-5.0	-15.8	-27.3	11.3	-5.8
Cc1ccc(NC(=O)C(=O)NCC2CCCN2S(=O)(=O)c2cccs2)c(C)c1 (stereo unspecified)
    -3.7	-3.2	-19.4	7.7	16.3	-1.3	-7.8	-17.8	2.9	10.7	-0.4
O=C(Nc1ccc(N2CCOCC2)c(Cl)c1)c1ccc(Br)o1
    2.7	10.2	-130.6	-1.2	-48.7	-2.0	-83.7	-67.8	-61.6	-63.7	-0.7
Cn1c(N2CCOCC2)nc2c1c(=O)n(Cc1ccc(Cl)c(Cl)c1)c(=O)n2C
    3.1	-5.3	-10.4	-7.2	10.1	-0.8	-5.9	1.0	5.9	-2.9	0.5
Nc1cc2c(cc1Cl)-c1ccc(Cl)cc1C2
    -6.7	-41.0	-25.7	/	-29.4	-10.5	-26.5	-61.4	-36.2	-27.3	0.5
CCN(CC)CCNC(=O)c1ccc(Cl)c(S(=O)(=O)Nc2ccc(Cl)cc2)c1
    -4.9&1.7	1.0&0.7	8.9&14.5	2.9&1.6	-5.4&2.8	-8.2&1.1	-5.0&-9.8	-2.3&4.5	-10.0&2.0	-11.5&-3.0	-1.1&-1.4
CC(=O)Nc1ccc(C2=NN(C)C(=NCc3ccccc3)SC2)cc1
    -5.2	-11.3	10.1	0.7	-6.1	13.4	5.7	0.8	7.6	7.7	-1.3
CCN(Cc1nc(-c2ccc(OC)c(OC)c2)no1)C(=O)c1ccc2c(c1)OCO2
    -0.8	47.0	12.0	-3.6	-0.4	-8.2	-4.8	12.0	3.9	2.2	0.9
N#Cc1nc(-c2cccc3ccccc23)oc1N
    -0.6	7.7	-19.8	-13.0	3.3	-4.0	9.2	-43.2	-14.2	-7.7	0.7
Cc1ccc(NC2CCCN(C(=O)c3cccnc3)C2)cc1C (stereo unspecified)
    -4.3	8.2	-0.1	5.1	-35.7	-5.0	-10.6	4.7	-5.6	9.9	-0.6
O=C(O)CCCC(=O)Nc1c(F)c(F)c(F)c(F)c1F
    -1.6	30.9	-35.2	-1.4	7.0	-16.4	-47.2	/	-17.6	-13.3	-3.8
CC(C)OC(=O)c1cccc(C(=O)Oc2ccc(Br)cc2)n1
    3.3	18.0	-0.2	0.4	6.2	-0.3	-15.9	16.2	15.3	11.0	-3.1
Cc1nc2ccccn2c1C(=O)c1ccccc1
    3.1	0.8	14.2	0.9	-2.5	-22.6	-4.1	-16.6	-10.0	-25.1	-1.0
O=C(CN(Cc1ccc(F)cc1)C(=O)CCC(=O)Nc1nccs1)NCC1CCCO1 (stereo unspecified)
    14.0	8.0	4.6	-4.2	28.3	-1.0	2.3	-23.5	-1.4	19.7	-9.9
CCOCc1cc(CN2CCC(CCC(=O)NC3CC3)CC2)ccc1OC
    -3.2	13.9	9.1	0.7	11.2	-0.9	-4.7	-3.1	-12.3	-5.7	-3.9
COc1ccccc1C(CNC(=O)c1cccc(S(=O)(=O)Nc2ccc(C)cc2)c1)N1CCCC1 (stereo unspecified)
    4.6	6.5	10.9	1.2	23.8	-11.0	-3.6	1.9	19.5	5.7	0.2
CC[C@H](C)C1NC(=O)[C@H](CC(=O)O)NC(=O)c2cc([N+](=O)[O-])cc(I)c2NCCC(C(N)=O)NC1=O (stereo partly specified)
    -9.5	1.4	-26.3	-6.1	15.6	-2.8	5.0	14.0	-2.0	12.7	-3.8
O=C(COC(=O)Cc1ccccc1)NCc1ccc2c(c1)OCO2
    3.0	12.9	18.4	-9.4	-6.3	5.0	-13.5	-1.3	-15.3	11.6	-3.7
O=C(O)Cn1cc(C(=O)C(F)(F)F)c2ccccc21
    -4.5	-3.3	2.1	-2.0	-5.1	-1.1	18.4	-3.5	-9.7	-1.1	2.8

Only part of the results is shown; the hit share may differ from the screen's.
